# Screens (PubChem BioAssay)
# All columns: NCI-60 one-dose screen, growth in % after 48 h at 10 µM unless noted; 100 = growth as untreated, 0 = no growth, -100 = all killed.
# SR: SR leukemia cells | 73,000 tested, 8.7% active
# K-562: K-562 leukemia; 78,000 tested, 7.4% active; AID 1794777
# MCF7: MCF7 breast cancer; 82,000 tested, 6.3% active; AID 1794796
# MDA-MB-468: MDA-MB-468 breast cancer; 78,000 tested, 8.5% active
# T-47D: T-47D breast cancer. 79,000 tested, 5% active. AID 1794792
# HS 578T: HS 578T breast cancer. 78,000 tested, 4.1% active
# BT-549: BT-549 breast cancer | 78,000 tested, 4.4% active
# MDA-MB-231: MDA-MB-231 breast cancer; 81,000 tested, 5% active
# Numbers without * were called inactive; / = no result given; & = joins results of further samples; [ ] = remark or other dose. How the source made its calls: active means growth percent below 10; inactive means the rest.
# Preview:
SMILES,SR,K-562,MCF7,MDA-MB-468,T-47D,HS 578T,BT-549,MDA-MB-231
CC1CCC2C(C)(C)C3CC12CC1OC13C (configuration not stated),117,123,102,100,99,103,107,110
Cc1ccc2c(c1)=NC(=O)/C(=C\c1sc(Nc3ccc(S(N)(=O)=O)cc3)nc1O)C=2,97,114,89,95,104,108,110,104
O=C(/C=C/c1cccnc1Cl)c1c(O)ccc2ccccc12,35,68,79,78,65,92,83,89
COc1cc(-c2nn(-c3cccc(NC(=O)Nc4ccc(Cl)c(Cl)c4)c3)cc2-c2ccncc2)ccc1Cl,/,3.6*,1.7*,2.1*,3.0*,-6.9*,6.2*,-40*
CC(=O)/C=C/c1cc2cc(C)ccc2[nH]c1=O,37,82,71,106,76,94,78,99
O=C(O)Cc1nnc(CCC(=O)c2nc3ccccc3[nH]2)o1,/,89,89,110,88,104,93,110
Fc1ccc(-n2cc(COc3ncnc4c3cnn4-c3ccccc3)nn2)cc1Cl,103,93,105,108,/,102,112,104
CCOC(=O)c1ccc(NCn2nc(-c3cc(-c4ccccc4)nc4ccccc34)oc2=S)cc1,101,101,92,109,98,/,92,95
O=C(/C=C/c1cccc(Cl)c1)c1cccc(OCCCCOc2cccc(C(=O)/C=C/c3cccc(Cl)c3)c2)c1,40,91,13,99,76,96,93,97
CC(=O)Nc1ccc(-n2cnc3cc(-c4ccc(O)cc4)ccc32)cc1,84,98,100,130,97,108,108,107
CCOC(=O)CCC(=O)OCC,120,109,101,101,102,109,112,105
Cc1[nH]c(C(=O)Nc2ccc(S(=O)(=O)N3CCCCC3)cc2OCCOCCOCCOCCOCCOCCOCCOCCOCCOc2cc(S(=O)(=O)N3CCCCC3)ccc2NC(=O)c2[nH]c(C)c3c2CCCCC3=O)c2c1C(=O)CCCC2,11,19,11,-11*,7.2*,-17*,2.3*,12
N#CC1C(=O)SC2c3ccccc3C(=O)c3ccccc3C12 (configuration not stated),90,95,99,89,89,96,101,98
COc1ccc(NC(=O)CSc2nnc(-c3cc(-c4ccc(Cl)cc4)nc4ccccc34)n2-c2ccccc2)cc1,/,71,79,95,75,96,85,85
C=C(c1ccc(C(=O)O)c(F)c1)c1cc2c(cc1C)C(C)(C)CCC2(C)C,87,72,62,98,79,60,92,86
O=C(O)c1ccccc1Cc1ccccc1,128,193,94,/,108,150,55,118
C[C@@]1([N+](=O)[O-])CC2CCC1C2 (some centres not stated),96,98,104,98,108,99,93,106
CCc1[nH]nc(-c2n[nH]c(CC)c2C)c1C,/,89,98,101,/,96,105,/
O=S(=O)(NCCNc1cc(-c2cn(-c3ccccc3)nc2-c2ccccc2)ccn1)c1ccc(Br)cc1,75,31,43,51,34,79,75,64
COc1ccc(-c2ccc3cnc4sc(-c5ccccc5)nc4c3n2)cc1,104,104,70,94,65,97,112,92

# Results (from the top)
SMILES,SR,K-562,MCF7,MDA-MB-468,T-47D,HS 578T,BT-549,MDA-MB-231
CC1CCC2C(C)(C)C3CC12CC1OC13C (configuration not stated),117,123,102,100,99,103,107,110
Cc1ccc2c(c1)=NC(=O)/C(=C\c1sc(Nc3ccc(S(N)(=O)=O)cc3)nc1O)C=2,97,114,89,95,104,108,110,104
O=C(/C=C/c1cccnc1Cl)c1c(O)ccc2ccccc12,35,68,79,78,65,92,83,89
COc1cc(-c2nn(-c3cccc(NC(=O)Nc4ccc(Cl)c(Cl)c4)c3)cc2-c2ccncc2)ccc1Cl,/,3.6*,1.7*,2.1*,3.0*,-6.9*,6.2*,-40*
CC(=O)/C=C/c1cc2cc(C)ccc2[nH]c1=O,37,82,71,106,76,94,78,99
O=C(O)Cc1nnc(CCC(=O)c2nc3ccccc3[nH]2)o1,/,89,89,110,88,104,93,110
Fc1ccc(-n2cc(COc3ncnc4c3cnn4-c3ccccc3)nn2)cc1Cl,103,93,105,108,/,102,112,104
CCOC(=O)c1ccc(NCn2nc(-c3cc(-c4ccccc4)nc4ccccc34)oc2=S)cc1,101,101,92,109,98,/,92,95
O=C(/C=C/c1cccc(Cl)c1)c1cccc(OCCCCOc2cccc(C(=O)/C=C/c3cccc(Cl)c3)c2)c1,40,91,13,99,76,96,93,97
CC(=O)Nc1ccc(-n2cnc3cc(-c4ccc(O)cc4)ccc32)cc1,84,98,100,130,97,108,108,107
CCOC(=O)CCC(=O)OCC,120,109,101,101,102,109,112,105
Cc1[nH]c(C(=O)Nc2ccc(S(=O)(=O)N3CCCCC3)cc2OCCOCCOCCOCCOCCOCCOCCOCCOCCOc2cc(S(=O)(=O)N3CCCCC3)ccc2NC(=O)c2[nH]c(C)c3c2CCCCC3=O)c2c1C(=O)CCCC2,11,19,11,-11*,7.2*,-17*,2.3*,12
N#CC1C(=O)SC2c3ccccc3C(=O)c3ccccc3C12 (configuration not stated),90,95,99,89,89,96,101,98
COc1ccc(NC(=O)CSc2nnc(-c3cc(-c4ccc(Cl)cc4)nc4ccccc34)n2-c2ccccc2)cc1,/,71,79,95,75,96,85,85
C=C(c1ccc(C(=O)O)c(F)c1)c1cc2c(cc1C)C(C)(C)CCC2(C)C,87,72,62,98,79,60,92,86
O=C(O)c1ccccc1Cc1ccccc1,128,193,94,/,108,150,55,118
C[C@@]1([N+](=O)[O-])CC2CCC1C2 (some centres not stated),96,98,104,98,108,99,93,106
CCc1[nH]nc(-c2n[nH]c(CC)c2C)c1C,/,89,98,101,/,96,105,/
O=S(=O)(NCCNc1cc(-c2cn(-c3ccccc3)nc2-c2ccccc2)ccn1)c1ccc(Br)cc1,75,31,43,51,34,79,75,64
COc1ccc(-c2ccc3cnc4sc(-c5ccccc5)nc4c3n2)cc1,104,104,70,94,65,97,112,92

# Not a retest: entries from further up.
SMILES,SR,K-562,MCF7,MDA-MB-468,T-47D,HS 578T,BT-549,MDA-MB-231
CC(=O)Nc1ccc(-n2cnc3cc(-c4ccc(O)cc4)ccc32)cc1,84,98,100,130,97,108,108,107
CCOC(=O)CCC(=O)OCC,120,109,101,101,102,109,112,105

# (list continues)
SMILES,SR,K-562,MCF7,MDA-MB-468,T-47D,HS 578T,BT-549,MDA-MB-231
O=C(Nc1cnc(Nc2ccc(N3CCOCC3)nc2)nc1Oc1ccc(C(F)(F)F)cc1)c1ccncc1,19,79,77,103,73,82,76,95
COC(=O)N[C@H](C(=O)N[C@@H](Cc1ccccc1)[C@@H](O)CN(Cc1ccc(-c2ccccc2)cc1)NC(=O)[C@@H](NC(=O)OC)C(C)(C)C)C(C)(C)C,/,80,100,/,97,109,97,97
CC(C)COC(=O)c1ccc(NC(=O)CC2CCCN2)cc1 (configuration not stated),89,89,97,108,98,95,77,109
NC(=O)C12C(=O)NC(=O)C1(C(=O)O)C21CCCC1 (configuration not stated),106,108,96,112,114,107,104,99
CNC(=O)c1cc(Oc2ccc3nc(NC(=O)c4ccc(CN5CCN(C)CC5)c(C(F)(F)F)c4)sc3c2)ccn1,-4.2*,12,29,52,38,53,/,77
Clc1cccc(-n2cnnn2)c1N1CCCC1,85,93,95,92,105,90,101,95
CN(C)S(=O)(=O)c1ccc(N)cc1,91,104,100,100,102,111,96,111
CCOc1ccc(N=Nc2ccc(/C=C/c3ccc(N=Nc4ccc(OCC)cc4)cc3S(=O)(=O)O)c(S(=O)(=O)O)c2)cc1,89&101,94&111,89&99,115&116,92&99,107,104,104&103
C#CCOc1cc(/C=N/Nc2nc(-c3ccc(Cl)cc3)cs2)ccc1O,83,65,73,60,66,98,/,97
O=C(NN(C(=O)c1ccccc1)c1ccccc1)c1ccccc1,108,105,106,95,110,112,106,110
CCOC(=O)/C=C(/C)c1ccccc1,92,95,101,105,112,120,101,119
COc1cc(/C=C2\CN(S(=O)(=O)c3ccc(C)cc3)C/C(=C\c3cc(CN4CCCCC4)c(O)c(OC)c3)C2=O)cc(CN2CCCCC2)c1O,-15*,-24*,-74*,-63*,34,-33*,-49*,-73*
CSC1=Nc2c(c(C)c(-c3ccccc3)n2CCCC(=O)O)C2=NC(=O)CN12,/,99,94,90,106,106,94,107
CC1C(=O)NN=C1c1ccc([N+](=O)[O-])cc1 (configuration not stated),98,95,104,121,100,109,99,90
OC1OCC(COc2ccc(Cl)cc2)OC1O (configuration not stated),/,101,91,111,/,95,99,/
COc1cc(-c2ccc(-c3ccc(C(=N)N)cn3)o2)cc(OC)c1OC,100,101,95,102,92,96,103,96
Cc1ccc2c(c1)C(=C(C#N)C#N)CCN2,93,97,95,111,102,108,119,102
CC(=O)OCCC#N,94,104,95,105,111,106,105,122
O=C1c2ccccc2C(=O)N1Cc1cccc([N+](=O)[O-])c1,106,110,100,113,101,116,105,108
CC1(C)C(N)=Nc2cc(OCCCCN3Cc4ccc(OCc5cn(CC(=O)N6CCC(CCN7CCCC7)CC6)nn5)cc4C3)c(OCC3CC3)cc21,119,93,90,111,89,111,109,110
COc1ccc(-c2cncn2-c2ccc(-c3nc4cc(OC)c(OC)c(OC)c4s3)cc2)cc1N,43,41,40,78,51,75,32,76
Oc1ccccc1C1SC(c2ccccc2O)SC(c2ccccc2O)S1 (configuration not stated),73,97,72,72,89,85,107,75
N#Cc1c(NC(=O)c2ccccc2I)sc2c1CCCC2,39,15,15,50,61,32,52,55
CCCCn1c(=O)c(/C=C/C(=O)/C=C/c2ccc3c(c2)OCO3)cc2ccc(Cl)cc21,97,107,95,110,91,104,108,119
COc1ccc2c(c1)O/C(=C/c1ccc(OCC(=O)Nc3ccccc3OC)cc1)C2=O,84,93,82,90,88,96,93,93
O=C1NN=C2CCCCCCCCCCC12 (configuration not stated),87,84,103,103,88,108,96,113
CC(C)NC(=O)OCc1c(COC(=O)NC(C)C)c(-c2ccc(Cl)c(Cl)c2)n2c1C[C@@H](O)C2,96,119,91,85,91,90,117,107
COc1cc(-c2nc(NC(C)=O)sc2-c2ccnc(NCCNS(=O)(=O)c3ccc(Cl)cc3)n2)ccc1Cl,101,95,96,95,80,98,90,96
O=c1[nH][nH]c(=O)c2c([N+](=O)[O-])cccc12,125,107,108,111,107,105,118,110
COc1ccc(CSc2nc3ccc(Cl)cc3c(=O)n2Cc2ccccc2)cc1,94,116,89,110,99,122,107,102
Cc1ccc(C(=O)N2Cc3ccccc3CC2C(N)=O)c(C)c1 (configuration not stated),104[50 µM],99[50 µM],101[50 µM],106[50 µM],107[50 µM],102[50 µM],115[50 µM],95[50 µM]
C=CC/C(=C/CCC)CCC,96,121,100,98,108,109,110,105
O=C(NCc1ccccc1)c1ccc(Cl)cc1,93&102,90&106,78&98,101&96,106,100&90,89,91&100
O=C1NC(=O)/C(=C/c2c(-c3ccccc3)nc3sc(COc4ccccc4)nn23)S1,90,83,84,99,89,105,93,73
CCOC(=O)C(C#N)(CC)C(C)CC (configuration not stated),/,102,95,102,106,115,110,116
Clc1ccc(/C=C\c2ccncc2)cc1,91,115,75,42,71,76,87,89
CCCOC(=O)Nc1nc2ccc(SCC)cc2s1,26,26,44,46,85,93,86,83
C/C(=N\N1C(=O)c2ccccc2NC1c1ccccc1)c1c(O)cc(C)oc1=O (configuration not stated),64,77,89,89,87,88,92,87
CCCCN=C(NCCCC)C(c1ccccc1)c1ccccc1,90,66,86,65,74,96,78,76
CCOP(=O)(CNC(=O)/C(=C\c1ccc(C)cc1)NC(=O)c1ccccc1)OCC,99,103,102,108,103,102,106,100
O=[N+]([O-])c1ccc(O)cc1Br,99,93,93,106,97,98,91,95
O=C1c2ccccc2NC(n2sc3ccccc3c2=O)N1c1ccc(Cl)cc1 (configuration not stated),31,60,72,98,77,100,85,83
CCOC(=O)c1cc(C(=O)c2cc(OC)cc(OC)c2)n2ccc(-c3ccccn3)cc12,107,112,90,98,80,101,102,94
COc1ccc(C2c3sc4ccc(C)cc4c3Oc3nc(N)nc(N)c32)cc1 (configuration not stated),51,51,54,80,61,79,84,89
CC(=O)N1N=C(c2sc(Nc3ccccn3)nc2C)CC1c1ccccc1F (configuration not stated),13,16,46,37,14,79,30,45
CN1CCN(c2cnc(C(=O)Nc3cc(F)cc4cccnc34)cn2)CC1,25,17,9.7*,9.5*,28,69,62,33
Cc1cccnc1NC(=O)OC(C)C,90,89,99,91,95,103,112,/
COc1ccc2nc(OC)c(-c3nc4c(cnn4-c4ccc(Br)cc4)c(=O)[nH]3)cc2c1,/,78,64,70,86,93,89,98
CC=C1C=C(C(C)(C)C)C(=O)C(C(C)(C)C)=C1,98&120,104&102,95&93,98&100,89&100,104&101,100&104,95&98
Cc1cc2c(cc1S(N)(=O)=O)S(=O)(=O)CCC2,111,102,107,108,87,110,110,102
COc1ccc2c(c1)C(=O)/C(=C/c1ccccn1)CC2,7.4*,/,15,40,54,98,96,69
Cc1nc2cc(-c3nn(C(C)C)c4ncnc(N)c34)ccc2o1,-0.8*,10,-4.4*,-38*,-40*,/,-14*,-9.1*
O=C1C=COC2(C1)C(=O)Nc1ccccc12 (configuration not stated),98,104,98,105,108,94,132,100
